Screens as filed in PubChem.
NR2E3 ag-1 – agonists of human nuclear receptor NR2E3 | GST-NR2E3/biotin-RetCOR TR-FRET, 1536-well | inhibition of corepressor binding, % at 4.78 µM | hit rate 0.12% among 320,000 | AID 2300;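 active means percent inhibition above the cutoff of mean plus 3 SD of all tested compounds, set per screening campaign, cut at about 20% in these data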;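 further: 0% = DMSO wells and 100% = biotin wells as full block of FRET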
Target sequence (Q9Y5X4 whole entry, looked up): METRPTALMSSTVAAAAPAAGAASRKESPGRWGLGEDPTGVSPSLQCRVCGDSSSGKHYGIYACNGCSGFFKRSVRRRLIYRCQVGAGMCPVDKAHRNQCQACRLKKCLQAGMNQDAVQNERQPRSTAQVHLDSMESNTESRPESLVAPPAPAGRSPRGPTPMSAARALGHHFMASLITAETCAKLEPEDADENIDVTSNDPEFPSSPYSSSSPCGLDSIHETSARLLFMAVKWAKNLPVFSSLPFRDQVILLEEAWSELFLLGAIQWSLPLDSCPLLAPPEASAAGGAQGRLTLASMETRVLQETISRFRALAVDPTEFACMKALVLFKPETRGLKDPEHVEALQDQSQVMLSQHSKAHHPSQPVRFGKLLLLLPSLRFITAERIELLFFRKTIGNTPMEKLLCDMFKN
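Test system – NR2E3–RetCOR corepressor complex · Quantity – NR2E3 fusion 1.35 nM · Buffer or medium – Tris pH 7.5 · Incubation – Compound–protein incubation for 5 h at 4 °C · Technique – TR-FRET, Eu(K)-anti-GST donor, streptavidin-D2 acceptor, ex 340, em 617/671 nm · Evaluation – percent inhibition of 671/617 nm emission ratio versus biotin and DMSO controls · Plate – 1536-well format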
m5-HT2A agonist – mouse HTR2A agonism via beta-arrestin recruitment; P35363; CHO-K1 mHTR2A beta-arrestin complementation, luminescence; percent of 30 µM serotonin response; activation, % at 7.6 µM; hit rate 0.66% among 360,000;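 active means activation above a run cutoff, the mean activation of all tested compounds plus 3 SD, cut at about 14% in these data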;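 further: 0% = plate median of compound wells and 100% = 30 µM serotonin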
HIF-2a block – inhibitors of HIF-2a | 786-0 RCC cells HIF-2a reporter, luciferase luminescence, overnight | inhibition, % at 18.8 µM | hit rate 0.72% among 360,000 | AID 624352;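 active means inhibition of the luminescence signal of 40% or more relative to plate controls, in a single-dose primary screen at 18.75 µM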
Shn3 3UTR inh – reduces Shn3 3'UTR luciferase signal in osteoblasts. Clone20 osteoblast Shn3 3'UTR firefly luciferase, 24 h. inhibition, % at 12.5 µM. hit rate 0.52% among 360,000;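 active means mean inhibition of at least 75% with every replicate also reaching 75%; inconclusive means mean inhibition at least 75% but some replicate below; inactive means mean inhibition below 75%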;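 further: 0% = median of neutral control wells and 100% = pilot-screen positive control compound; some compounds past the cut are filed as inactive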
TRPM1 prom inh – reduces MITF-dependent TRPM1 promoter luciferase signal; SK-MEL-5 TRPM1 promoter luciferase, 24 h; inhibition, % at 12.5 µM; hit rate 0.83% among 330,000; AID 488899;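 active means mean inhibition across replicates of 60% or more, whatever share of single replicates reaches that level; inconclusive means some that reach 60%, reason not given; inactive means mean inhibition across replicates below 60%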; further: values of inactives mirror those of a sister screen read the other way
Peg3 promoter – inhibitors of Peg3 promoter; HeLa PEG-Prom luciferase reporter, luminescence, overnight; inhibition, % at 20 µM; hit rate 1.7% among 360,000; AID 588405;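 active means inhibition of at least 50% at 20 µM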
Cardio protect – myocardial damage modulation in H9c2 cells | hit rate 0.63% among 360,000 | protection from H2O2 cell death, % at 20 µM | AID 588492 | H9c2 cardiomyocytes, H2O2 injury protection, ATPLite, 2 h;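 active means compounds giving at least 50% protection of heart cells from peroxide-induced death in the single-dose screen, raw or plate-pattern-corrected value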;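 further: 0% = DMSO wells with peroxide and 100% = DMSO wells without peroxide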
CaV13 ICDI inh – Primary screen for inhibitors of IQ motif and Ca2+-dependent inactivation inhibitor domain binding in CACNA1D, Förster resonance energy transfer in living cells, … | inhibition, % at 12.3 µM | AID 743397 | HEK cells, CFP/YFP FRET ICDI-IQ, plate reader, 10 min; percent FRET-ratio fall versus neutral wells | hit rate 0.098% among 340,000;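 active means mean replicate inhibition of at least 30% and at least 1% of replicates passing that level; inconclusive means only one of the two criteria is met; inactive means neither criterion is met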;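 further: 0% = median of the neutral control wells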
PDI turbidity – PDI (human) enzyme inhibition. P07237. PDI insulin aggregation turbidity, A650, 90 min. inhibition, % at 10 µM. hit rate 0.052% among 350,000. AID 588391;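 active means mean inhibition across replicates of 30% or more, whatever share of single replicates reach that level; inconclusive means mean inhibition below 30% while every single replicate reaches 30%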;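 further: absorbance from insulin aggregation driven by PDI reduction with DTT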
Target sequence (P07237 whole entry, looked up): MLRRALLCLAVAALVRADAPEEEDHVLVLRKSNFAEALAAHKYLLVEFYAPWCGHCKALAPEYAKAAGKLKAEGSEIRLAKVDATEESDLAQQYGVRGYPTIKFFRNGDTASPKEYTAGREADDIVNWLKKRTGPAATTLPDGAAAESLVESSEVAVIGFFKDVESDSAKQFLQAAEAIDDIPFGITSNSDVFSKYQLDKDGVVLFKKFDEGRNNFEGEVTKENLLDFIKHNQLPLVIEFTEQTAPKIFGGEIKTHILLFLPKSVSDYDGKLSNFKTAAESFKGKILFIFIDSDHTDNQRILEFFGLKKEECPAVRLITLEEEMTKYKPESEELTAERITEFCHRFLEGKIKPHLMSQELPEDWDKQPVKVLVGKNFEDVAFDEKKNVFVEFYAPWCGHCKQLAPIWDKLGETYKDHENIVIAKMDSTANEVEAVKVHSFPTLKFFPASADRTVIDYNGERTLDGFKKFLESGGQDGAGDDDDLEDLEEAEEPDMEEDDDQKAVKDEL
NR2E3 ag-2 – agonists of human NR2E3 nuclear receptor. CHO-S Gal4-NCOR/VP16-NR2E3 two-hybrid, luciferase. AID 602229. Q9Y5X4. hit rate 0.35% among 360,000. inhibition of corepressor binding, % at 3.98 µM;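 active means inhibition above the mean of all tested compounds plus 3 SD, cut at about 70% in these data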;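 further: 0% = DMSO with NR2E3 transfected cells and 100% = cells lacking NR2E3 construct; higher means lower luciferase signal from less NR2E3 corepressor binding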
iPSC survival up – hiPSC single-cell survival enhancement. hit rate 0.044% among 360,000. survival enhancement, % at 20 µM. ATPlite luminescence; 100% = ROCK inhibitor wells, 0% = DMSO; in the data active means survival enhancement above about 18%;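 further: cells exposed to compounds for 16 hours before the ATP read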
Starred values were filed as active, the others as inactive; ? = inconclusive; . = not tested or not shown.

SMILES	NR2E3 ag-1	m5-HT2A agonist	HIF-2a block	Shn3 3UTR inh	TRPM1 prom inh	Peg3 promoter	Cardio protect	CaV13 ICDI inh	PDI turbidity	NR2E3 ag-2	iPSC survival up
Cc1ccc(S(=O)(=O)NCC(C)n2cncn2)cc1C (stereo unspecified)	0	1	11	-12	12	13	-6	-4	-1	-16	0.4
O=C(Nc1ccc(S(=O)(=O)Nc2ncccn2)cc1)C12CC3CC(CC(C3)C1)C2	4	0	12	-5	-7	7	3	-4	-5	18	0.0
CCCCn1c(N)c(N(CCOC)C(=O)CN(C)S(=O)(=O)c2ccc(C)cc2)c(=O)[nH]c1=O	1	2	3	-1	7	-1	3	-7	8	14	-0.1
COc1ccc(-c2noc(N3CCC(C(=O)NCc4ccc(Cl)cc4)CC3)n2)cc1	2	0	-30	74	2	-23	-27	2	.	-22	0.4
O=C(CN1C(=O)C2CCCCC2C1=O)Nc1cc(C(F)(F)F)ccc1N1CCCC1 (stereo unspecified)	2	-5	-2	13	0	9	-3	-6	-1	0	-0.6
NC(=O)c1ccsc1NC(=O)COc1ccccc1	-3	-4	-415	-70	-67	-273	0	-7	10	-134	1.2
COc1cc(-c2nc3ccccn3c2/N=C/c2cc(OC)c(O)cc2Cl)ccc1O	-10	1	-55	-12	2	-14	8	-7	1	-5	1.0
CC(=O)c1cccc(NC(=O)Cc2coc3cc4c(cc23)CCC4)c1	2	-2	10	15	1	8	-12	-4	4	2	-1.5
O=C1c2ccccc2C(=O)N1CCCCN(C(=O)c1cc2ccccc2oc1=O)c1ccc(Cl)cc1	-1	2	4	-17	-11	0	4	-4	-4	-14	-0.2
O=C(O)C1CCCN1S(=O)(=O)c1cccc2nsnc12 (stereo unspecified)	3	3	7	0	10	7	2	-4	-5	-17	1.2
O=C(O)c1ccccc1Nc1ccc([N+](=O)[O-])cc1	5	-1	-136	62	0	-103	10	-6	-2	-47	-0.8
CC(=O)N1C2CCCCC2S[C@H]2CCCCC21 (stereo partly specified)	1	-1	15	-4	4	12	0	-4	-4	1	2.6
CC(=O)NC1C2CN3CCN(C2)CC1(Cc1ccccc1)C3 (stereo unspecified)	-2	1	20	-10	5	10	-4	-3	-1	12	3.4
N#Cc1c(NC(=O)CSc2nnc(-c3ccncc3)n2CC2CCCO2)sc2c1CCCC2 (stereo unspecified)	1	0	11	-2	-10	-6	11	.	-3	7	0.4
CC(C)=CC(=O)OCC(=O)Nc1cc(C)ccc1C	3	-1	5	0	-7	1	7	-2	4	9	-0.4
O=C1CCC(C(=O)N2CCCO2)CN1Cc1cccc(C(F)(F)F)c1 (stereo unspecified)	.	4	-94	-10	-31	-103	1	-4	-6	-16	-0.4
COc1ccc(C)c2sc(=NC(=O)c3cccc(N4C(=O)CCC4=O)c3)n(C)c12	0	6	-214	40	-59	-158	12	-2	-10	-15	-0.9
S=C(Nc1ccc2c(c1)OCO2)Nc1ccc2c(c1)OCO2	5	6	-130	-48	-35	-129	-3	-21	-3	-78	-0.7
Cc1ccc(/C=N\NC(=O)C2CC(=O)N(c3ccccc3)C2)o1 (stereo unspecified)	1	0	-8	2	-27	-13	-4	-5	3	-13	-0.4
O=C(N=C1c2ccccc2CN1c1ccccc1)c1cccc([N+](=O)[O-])c1	2	1	-64	-20	-11	-40	2	-5	-1	-1	-0.2
CCn1c(CC(=O)Nc2ccccc2)nnc1SCC(=O)Nc1nncs1	0	1	12	-5	4	-3	0	-3	0	-2	0.1
CCc1nc(NCCN2CCOCC2)c2oc3ccccc3c2n1	2	2	14	8	14	-6	8	.	10	-5	-0.9
Cc1cccc(NC(=O)Cn2c(C)c(C#N)c3ccccc32)c1C	-5	1	22	42	0	24	6	-4	-10	-18	0.1
O=C(O)c1ccc2c(c1)C(=O)N(CCc1ccccc1)C2=O	4	-7	2	-2	-5	-13	6	-21	2	-29	-0.2
O=C(O)c1nn(CC(=O)N2CCN(S(=O)(=O)c3ccc(Cl)cc3)CC2)c(=O)c2ccccc12	-4	1	23	10	2	19	1	-7	1	9	0.2
Cc1nc(Cl)c2c(n1)NC1=C(O2)C(=O)CCC1	-2	1	9	-11	-3	10	7	-17	8	-17	-0.8
COC(=O)C[C@H]1C[C@@H]2c3cc(NC(=O)CN(C)C)ccc3O[C@@H]2[C@H](CO)O1	.	-2	3	-5	.	4	10	-6	-3	-8	-0.7
Cc1cc(C)n2nc(C(=O)OCC(=O)NCc3ccccc3)nc2n1	3	-5	14	-23	-8	9	6	-1	7	3	-0.6
Cc1ccc(NC(=O)CNc2ccccc2CN(C)C2CCCCC2)cc1	4	-12	-15	-8	4	15	-10	-4	2	4	-1.6
O=C(COc1ccccc1Cl)NCc1ccccc1	0	-5	-126	-27	-16	-77	-1	-21	-2	-30	0.7

Filtered by structure, those above containing a cyano group (two)
SMILES	NR2E3 ag-1	m5-HT2A agonist	HIF-2a block	Shn3 3UTR inh	TRPM1 prom inh	Peg3 promoter	Cardio protect	CaV13 ICDI inh	PDI turbidity	NR2E3 ag-2	iPSC survival up
N#Cc1c(NC(=O)CSc2nnc(-c3ccncc3)n2CC2CCCO2)sc2c1CCCC2 (stereo unspecified)	1	0	11	-2	-10	-6	11	.	-3	7	0.4
Cc1cccc(NC(=O)Cn2c(C)c(C#N)c3ccccc32)c1C	-5	1	22	42	0	24	6	-4	-10	-18	0.1

New compounds follow:
SMILES	NR2E3 ag-1	m5-HT2A agonist	HIF-2a block	Shn3 3UTR inh	TRPM1 prom inh	Peg3 promoter	Cardio protect	CaV13 ICDI inh	PDI turbidity	NR2E3 ag-2	iPSC survival up
O=C(NCc1cccs1)C1CCCN1C(=O)Nc1ccccc1 (stereo unspecified)	-2	13	-1	-3	10	7	0	-5	-2	4	5.1
COc1ccc(OC)c(-c2csc(NC(=O)Cc3ccc(F)cc3)n2)c1	6	8	-57	-8	-1	-44	-4	-8	-1	-5	-0.7
O=S(c1ccc2ccccc2c1)c1cnns1 (stereo unspecified)	4	1	24	57	26	37	-20	-5	-5	-2	3.0
CCCN(CCC)CCCNC(=S)Nc1ccc2nc(N3CCN(CC)CC3)cc(C)c2c1	0	5	14	12	-17	5	19	-6	-4	15	-0.5
CC(C)c1nnc(NC(=O)C2CCCN2C(=O)Nc2ccccc2[N+](=O)[O-])s1 (stereo unspecified)	-1	1	15	-5	1	7	-2	-5	1	0	-0.4
Nc1ncnc2c1ncn2[C@@H]1O[C@H](CNC(=O)[C@@H](N)C2CCCCC2)[C@@H](O)[C@H]1O	.	-2	2	-17	-14	-2	2	-7	-7	-17	0.2
O=C(Cn1cnc2c(nnn2Cc2ccccc2)c1=O)N1CCCc2ccccc21	4	-3	14	-2	-3	-17	-12	-7	.	-19	-0.6
COc1cc(C2/C(=C(/O)c3ccccc3)C(=O)C(=O)N2c2ccccn2)ccc1O (stereo unspecified)	1	-4	9	-16	-2	7	4	-4	7	-10	-0.8
O=C(CC1C(=O)NCCN1Cc1ccccn1)NCCc1ccccc1F (stereo unspecified)	-3	-2	-46	2	-4	-33	-4	-3	-2	-11	0.2
Cc1cccc(C)c1NC(=O)CN(C)S(=O)(=O)c1ccc(-c2ccc(=O)[nH]n2)s1	4	8	14	13	9	16	8	-7	4	-11	-0.2
CC(=O)Oc1cccc(N2C(=O)C3C4C=CC(C4)C3C2=O)c1 (stereo unspecified)	-2	0	13	1	8	6	-2	-5	6	-33	-0.4
CCc1nc2ccc(C(=O)NCCNC(C)=O)cn2c1N(CC)CCOC	.	2	11	-5	.	-9	5	-6	3	4	1.9
O=C1c2ccccc2C(=O)c2c1cccc2-n1nnc2ccccc21	1	-3	5	10	-1	4	-3	-5	-5	-28	-0.5
CC1NC(=O)c2cccnc2-n2c1nc1cc(F)c(F)cc1c2=O (stereo unspecified)	.	3	20	8	.	3	-4	-6	-11	-5	-2.0
COc1ccccc1CN(C(=O)c1ccco1)C(C(=O)NC1CCCC1)c1ccncc1 (stereo unspecified)	4	5	20	9	-5	27	16	.	7	0	5.7
Cc1ccc2nc(-c3ccc(Cl)cc3)c(CC3CCCCC3)n2c1	.	-1	-166	-75	.	-87	-6	-6	.	-99	-0.8
O=C(Nc1ccnn1C1CCN(Cc2ccc(CO)o2)CC1)c1ccc2c(c1)OCO2	-1	4	14	-11	3	4	-4	-8	-1	-9	-0.5
O=C(Nc1nc(-c2cccc([N+](=O)[O-])c2)cs1)C(c1ccccc1)c1ccccc1	2	2	12	20	5	18	-18	.	7	6	1.1
COc1ccc(OC)c(NC(=O)Nc2cc(NC(=O)Nc3cc(OC)ccc3OC)c(C)nc2C)c1	4	5	1	13	13	3	-6	-2	-1	18	-2.5
COc1ccc(C(=O)Nc2ccnn2C2CCN(Cc3cccnc3)CC2)cc1	0	3	3	-5	0	4	-3	-3	0	-39	-0.5
COc1cccc(COC(=O)C(Cc2ccccc2)NC(=O)c2ccco2)c1 (stereo unspecified)	.	17*	2	-7	.	18	4	-14	6	9	-1.3
COc1cc(C(=O)N2CCC(c3nc(-c4cccnc4)no3)CC2)cc(OC)c1OC	3	2	-10	-7	2	-4	-3	-9	-3	-23	0.0
O=C1c2ccccc2C(=O)N1Cc1cccnc1	2	1	11	-13	-22	12	6	6	-4	-5	-0.2
NS(=O)(=O)c1ccc(C(=O)O)cc1	4	-5	-9	0	0	4	8	-4	-5	-7	2.9
CO/N=C/C(NC(=O)c1ccc(C(F)(F)F)cc1)C(=O)OC (stereo unspecified)	-1	4	-3	3	-15	-6	2	.	7	-19	0.3
C=CCn1c(CNS(=O)(=O)c2ccc(Br)cc2)nnc1SC	0	-3	11	9	-1	-7	6	-6	-2	13	0.3
CC(C)CCNC(=O)[C@H](CSCc1ccccc1)N1Cc2ccccc2C1=O	-1	-4	12	12	9	-8	4	6	14	4	-3.4
CCn1ncc(Br)c1C(=O)Nc1cc(C)ccc1F	2	1	19	-13	11	-17	4	.	4	-36	-1.5
Cc1nc2ccc(S(=O)(=O)NCC(=O)NCc3ccc4c(c3)OCO4)cc2s1	1	-3	23	-9	8	15	3	.	6	-9	-0.3
COCCCN(C(=S)NC(=O)C12CC3CC(CC(C3)C1)C2)c1c(N)n(Cc2ccccc2)c(=O)[nH]c1=O	-6	6	19	-2	2	1	12	5	13	-23	-0.7
Cn1ncc(Cl)c1C(=O)Nc1nnc(C2CC2)s1	2	-1	-8	1	-1	-5	17	-2	-10	-19	1.2
CCOC(=O)C1(CCOc2ccccc2)CCN(Cc2cc(OC)c(O)cc2Cl)CC1	-1	-13	3	19	19	12	-11	4	?	-14	-0.4
Cc1ccccc1NC(=O)COc1ccc2c(c1)OC(C)(C)CC2=O	1	8	-7	-5	10	-2	0	-4	11	5	0.4
